FID counter – counter-screen for HCV NS3 helicase inhibitors: DNA intercalator displacement; DNA fluorescent intercalator displacement, fluorescence; hit rate 0.17% among 290,000; inhibition, % at 7.9 µM; in the data active = inhibition above about 37%;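 also: 0% = vehicle and 100% = reference compound; higher means more ethidium bromide displaced from hairpin DNA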
PHOSPHO1 inh – inhibitors of human PHOSPHO1 phosphatase | hit rate 1.1% among 290,000 | inhibition, % at 13.3 µM | Q8TCT1 | recombinant PHOSPHO1, absorbance phosphatase assay; in the data active = inhibition above about 60%
Target sequence (Q8TCT1 whole entry, looked up): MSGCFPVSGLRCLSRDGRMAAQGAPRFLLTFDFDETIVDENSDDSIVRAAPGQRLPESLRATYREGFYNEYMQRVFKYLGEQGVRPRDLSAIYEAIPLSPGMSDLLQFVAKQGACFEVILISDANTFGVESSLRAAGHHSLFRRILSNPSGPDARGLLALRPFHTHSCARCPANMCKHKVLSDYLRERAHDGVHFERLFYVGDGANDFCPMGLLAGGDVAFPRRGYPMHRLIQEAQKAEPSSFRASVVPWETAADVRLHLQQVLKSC
HCV NS3 hel inh – inhibitors of Hepatitis C virus NS3 helicase. hit rate 0.56% among 290,000. AID 1800. inhibition, % at 10.9 µM. NS3 helicase DNA unwinding, Cy5 molecular beacon fluorescence;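 active = inhibition above the mean of all tested compounds plus 3 SD, set per campaign, cut at about 35% in these data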;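 also: 0% = DMSO wells and 100% = thioflavine S control wells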
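assay system = NS3 helicase fragment of HCV | buffer or medium = MOPS pH 6.5, MgCl2, DTT, Tween20, BSA | timing = 60 min unwinding reaction at 25 °C after ATP addition | signal = Cy5 beacon fluorescence read at start and 1 h | read-out basis = % inhibition of unwinding | control set = low DMSO, high thioflavine S at 110 µM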
GalR3 antagonist – blocks the human galanin receptor 3; O60755; AID 651719; HEK293 GalR3-CNG cAMP membrane potential fluorescence; galR3 body fused to GalR1 C-terminus; inhibition, % at 3 µM; hit rate 0.44% among 360,000;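 active = inhibition above the screen-wide average plus 3 SD, cut at about 13% in these data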;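 also: forskolin and galanin both at EC90 stimulate the cells; cAMP rise reported by CNG channel membrane potential dye signal; 0% = forskolin plus galanin with DMSO and 100% = forskolin alone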
GPR7 antag – blocks human GPR7 receptor signaling; inhibition, % at 4.4 µM; hit rate 1.1% among 290,000; AID 1861; P48145; GPR7-expressing cells, fluorescence antagonist assay; in the data active = inhibition above about 16%, passing the limit was not always enough;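 also: cells stimulated with the agonist NPW; 0% = agonist with vehicle and 100% = vehicle without agonist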
Target sequence (P48145 whole entry, looked up): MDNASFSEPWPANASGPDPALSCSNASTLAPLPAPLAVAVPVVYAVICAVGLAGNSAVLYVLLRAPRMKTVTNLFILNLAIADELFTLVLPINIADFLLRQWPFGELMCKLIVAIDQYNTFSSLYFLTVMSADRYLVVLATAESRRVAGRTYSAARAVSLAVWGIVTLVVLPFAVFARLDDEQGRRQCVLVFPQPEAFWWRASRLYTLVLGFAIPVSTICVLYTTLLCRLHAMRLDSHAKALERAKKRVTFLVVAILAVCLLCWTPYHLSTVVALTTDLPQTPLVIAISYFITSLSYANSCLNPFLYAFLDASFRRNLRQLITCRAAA
VIM-2 inh – inhibitors of Pseudomonas aeruginosa VIM-2 metallo-beta-lactamase | AID 1527 | inhibition, % at 5.6 µM | hit rate 0.89% among 290,000 | purified VIM-2, nitrocefin hydrolysis, epi-absorbance fluorescence;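 active = inhibition above the mean of all tested compounds plus 3 SD, cutoff set per screening run, cut at about 7.5% in these data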;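 also: red hydrolysis product quenches plate fluorescence so inhibitors raise well fluorescence; 0% = enzyme with DMSO and 100% = DMSO without enzyme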
OXTR ag – human OXTR agonism; CHO-OTR cells, Fluo-8 calcium fluorescence; normalized: DMSO 0%, oxytocin 100%; activation, % at 3 µM; hit rate 0.32% among 320,000; AID 2435;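 active = activation above the mean of all tested compounds plus 3 SD, cutoff set per screening run, cut at about 20% in these data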;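 also: peak over basal fluorescence ratio from a 100 s FLIPR kinetic read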
V1R ag counter – activates human V1a receptor in oxytocin agonist counter-screen. activation, % at 3 µM. hit rate 0.25% among 320,000. AID 2797. CHO-V1R cells, Fluo-8 calcium fluorescence, agonist mode; 0% DMSO, 100% 3 nM vasopressin. P37288;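 active = activation above the mean activation of all tested compounds plus 3 SD, per screening run, cut at about 20% in these data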;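 also: signal is peak over basal fluorescence ratio across a 100 second FLIPR read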
Target sequence (P37288 whole entry, looked up): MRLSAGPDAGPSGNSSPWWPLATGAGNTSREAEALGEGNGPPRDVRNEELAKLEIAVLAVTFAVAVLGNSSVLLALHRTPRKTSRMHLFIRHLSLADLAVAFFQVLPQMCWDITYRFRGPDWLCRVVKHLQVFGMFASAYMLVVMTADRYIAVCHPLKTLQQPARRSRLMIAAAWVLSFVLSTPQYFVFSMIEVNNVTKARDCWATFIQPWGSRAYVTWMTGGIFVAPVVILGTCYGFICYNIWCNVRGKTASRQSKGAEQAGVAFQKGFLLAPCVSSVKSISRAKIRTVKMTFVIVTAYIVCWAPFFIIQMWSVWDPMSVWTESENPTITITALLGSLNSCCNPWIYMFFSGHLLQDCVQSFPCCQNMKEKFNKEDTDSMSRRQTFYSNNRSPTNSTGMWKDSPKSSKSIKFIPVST
IMP-1 inhibitor – blocks Pseudomonas aeruginosa IMP-1 metallo-beta-lactamase | purified IMP-1, nitrocefin hydrolysis, epi-absorbance fluorescence | inhibition, % at 5.6 µM | hit rate 0.45% among 290,000 | AID 1556;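 active = inhibition above the mean plus 3 SD of all compounds in the same screening run, cut at about 4.5% in these data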;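 also: 0% = IMP-1 with DMSO and 100% = DMSO wells lacking enzyme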
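Material – recombinant IMP-1 enzyme, purified · Amount – IMP-1 0.2 nM before substrate addition · Medium – HEPES buffer pH 7.1 with ZnSO4 and Brij 35 · Timing – 25 °C, 15 min preincubation, 25 min reaction · Measured by – plate fluorescence quenching by hydrolysis product, ex 480/em 530 nm · Read-out – percent enzyme inhibition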
An asterisk follows results filed as active; x = not tested or not shown. An unsorted share of the library, and some 4.3% of all compounds hit somewhere here.

No.	SMILES	FID counter	PHOSPHO1 inh	HCV NS3 hel inh	GalR3 antagonist	GPR7 antag	VIM-2 inh	OXTR ag	V1R ag counter	IMP-1 inhibitor
1	CCc1nc(N2CCN(C(=O)c3ccccc3)CC2)c2c3c(sc2n1)CCCC3	-30	29	-8	-4	3	-2.1	-1.6	-0.2	-3.5
2	CC(C)(C)c1csc(NC(=O)Cn2cnc3ccccc3c2=O)n1	-16	3	-11	4	-1	-0.7	2.4	2.8	-1.6
3	CC(C)CCNC(=O)c1c(CSc2ccccc2)noc1C(=O)NCc1ccccc1	x	26	x	-5	x	x	2.4	2.2	x
4	Cc1ccc(C(=O)NCCCNC(=O)c2cccnc2)cc1	-7	8	-2	-8	-11	-3.6	0.1	1.0	-0.5
5	CC(C)(C)c1ccc(S(=O)(=O)NCc2ccc(C(=O)NCc3ccccn3)cc2)cc1	-36	-10	-2	-5	-6	-0.1	1.9	4.0	-2.5
6	CCOC(=O)c1nc2nc(C)c(Cl)c(=O)n2[nH]1	0	16	-1	0	-8	-3.2	-0.5	-0.3	-2.3
7	Cc1ccc(N=C/C(C(=O)C(F)(F)F)=C(\O)c2cccs2)cc1	-7	24	0	-4	0	2.7	-0.1	2.2	-1.7
8	O=C(COc1ccccc1)Nc1ccc(CSc2ccccc2)cc1	-2	32	-2	-1	-2	-0.1	0.5	1.9	-2.6
9	COc1ccc(CNC(=O)[C@H](NC(=O)C2CCN(C(=O)[C@@H](N)CCSC)CC2)C(C)C)cc1	-2	3	0	-7	-12	-3.1	0.9	-0.6	-3.0
10	COc1ccc(OC)c(S(=O)(=O)N2CCC(C(=O)NCC3CCCO3)CC2)c1 (stereo unspecified)	-6	0	4	-1	-10	0.2	0.4	0.3	-7.0
11	CCC(=O)Nc1cc2c3c(c1)CCC(=O)N3CCC2	-3	7	2	-6	-5	-3.1	-0.2	0.0	-1.6
12	Fc1ccc(/C=N/Nc2nccnc2Cl)cc1	-1	-16	-3	-4	0	-0.4	-1.8	-1.0	-0.1
13	CN1CCN(c2oc(-c3ccccc3F)nc2S(=O)(=O)c2ccc(Cl)cc2)CC1	8	51	-70	x	-11	-0.8	1.1	1.7	-0.8
14	Cc1cc(C)n(-c2nnc(NC(C)(C)C)nn2)n1	3	2	3	0	-11	-2.9	-0.7	0.1	-3.7
15	COc1ccccc1N1CCN(C(=O)/C=C/c2cccc([N+](=O)[O-])c2)CC1	-21	27	8	-6	32*	-0.3	-1.6	0.2	-0.4
16	COc1ccc(CCN2CC(C(=O)N3CCC(O)(c4ccccc4)CC3)CCC2=O)cc1 (stereo unspecified)	-35	-5	-10	-1	6	0.1	0.1	0.6	-1.7
17	CC(C)c1[nH]nc2c1C(Cc1ccccc1)C(C#N)=C(N)O2 (stereo unspecified)	-4	10	-20	-1	-27	-1.4	-0.6	0.0	-3.4
18	NNC(=O)C(=O)Nc1ccc(Cl)c(Cl)c1	-4	37	-4	2	-4	-1.3	0.9	2.4	-2.4
19	COc1ccccc1C1CCN(c2cc(O)ccc2[N+](=O)[O-])CC1	4	30	18	5	11	2.2	1.4	0.4	-0.6
20	CCO[C@@H]1OC(C(=O)Nc2ccccc2)=C[C@H](c2ccc3c(c2)OCO3)[C@H]1CCCO	-28	48	-7	-5	-22	-1.8	0.3	1.0	-2.2
21	CCOC(=O)NNS(=O)(=O)c1cc(Br)ccc1Br	-1	12	6	-2	-6	-3.8	-0.1	0.8	-3.0
22	Cc1n[nH]c(C)c1CCN(C)Cc1cn(C)nc1-c1ccc2c(c1)OCCO2	-3	29	6	1	1	-1.2	1.3	1.7	-0.3
23	CC(C)(C)S(=O)(=O)c1c(C(=O)O)cccc1C(=O)O	9	-2	-5	-7	-10	-3.1	-0.3	-0.5	-4.4
24	COC(=O)[C@@]1(Cc2ccccc2)[C@H]2c3cc(C(=O)N4CCCC4)n(CCSCCO)c3C[C@H]2CN1C(=O)c1ccccc1	-46	-11	-5	x	-3	-3.7	3.6	1.7	-2.5
25	CC1=C(C#N)C(NC(=O)C2CC2)(C(F)(F)F)C(=O)N1 (stereo unspecified)	-1	23	2	3	-7	-1.5	0.8	0.3	-5.6
26	Cc1cccc(C)c1NC(=O)CN(c1ccccn1)S(=O)(=O)c1ccccc1	-7	8	3	-1	-9	-1.7	0.2	0.9	-1.3
27	Cn1ncc(Br)c1C(=O)NC1CCCCCC1	-12	17	2	-5	-10	-2.7	x	x	-3.0
28	COc1cc(C(=O)NCC2(c3ccccc3)CCCC2)cc(OC)c1OC	-37	34	-1	-3	-16	-2.2	-2.3	-0.3	-1.0
29	COc1ccc(NCC(=O)Nc2ccc(Br)cc2F)c(OC)c1	-2	-6	-6	3	10	-0.8	-0.2	0.2	-2.2
30	O=[N+]([O-])c1ccc(Oc2ccc(OCc3ccccc3)cc2)nc1	-7	23	0	-10	61*	-2.8	-0.8	0.3	-1.8
31	O=C1Nc2ccccc2C(O)(C(=O)NCc2ccco2)N1c1ccc(Cl)cc1 (stereo unspecified)	-10	15	-7	x	0	0.7	3.0	1.3	0.8
32	Cc1cc(/C=N\NC(=O)c2cccs2)c(C)n1-c1ccc2ncccc2c1	-10	38	0	-2	19	-4.2	6.7	5.7	-3.0
33	CCCc1oc(C(=O)O)cc1CN1CCOCC1	1	25	-9	-4	-6	-3.6	0.8	0.6	-1.8
34	Cc1ccccc1/C=N/Nc1nc2ccccc2c(=O)n1O	-5	-16	1	-2	-7	-3.7	-0.3	-0.2	-5.3
35	COc1ccnc(NCc2ccc(Cl)cc2)c1C#N	-3	-19	0	4	-14	-3.1	-1.2	-0.5	-1.4
36	N#C/C(=C\c1ccc(Cl)cc1Cl)c1n[nH]c(Cn2cncn2)n1	-8	7	6	-2	-6	-2.9	-0.2	0.2	3.6
37	O=C(NCCc1ccc(Cl)cc1)C(=O)c1c[nH]c2ccccc12	-1	19	-2	-10	-2	0.1	0.1	0.8	-0.2
38	COCCn1c(=S)[nH]c2cc(C(=O)N3CC(C)CC(C)C3)ccc2c1=O (stereo unspecified)	-45	-4	-10	-4	-11	-3.6	1.7	2.7	-1.7
39	CNC(=O)[C@H](C)[C@@H]1C[C@@]1(C)[C@@H](NC(=O)OCc1ccccc1)c1ccccc1	-23	-21	-4	-6	-3	-4.2	-0.8	0.7	-2.7
40	CC(OC(=O)CC(NC(=O)c1ccccc1Cl)c1ccccc1)C(=O)Nc1cccc(Cl)c1Cl (stereo unspecified)	-32	-21	15	-5	20	-0.3	-0.8	3.2	-2.6
41	Cc1cccc(C(=O)N(Cc2ccc(C)o2)C2CCS(=O)(=O)C2)c1 (stereo unspecified)	-16	29	9	-1	-8	-3.5	-0.3	0.3	-2.4
42	CCOc1ccc(S(=O)(=O)N2CCC(C(=O)N3CCN(c4ccccc4F)CC3)CC2)cc1C	-40	12	-25	2	-3	0.1	-1.4	2.5	-1.7
43	CCOC(=O)Cn1c(=NC(=O)CC)sc2c(C)cc(C)cc21	-4	20	0	-4	-4	-1.1	-2.1	-1.7	-0.9
44	C#CCOC(=O)c1ccccc1C(=O)N(CC)CC	-5	21	-15	-7	-7	-0.9	-0.9	0.1	-4.6
45	O=C(O)C(Cc1c[nH]c2ccccc12)NS(=O)(=O)c1ccc(Cl)cc1 (stereo unspecified)	-12	20	7	-6	-1	0.9	0.3	-0.4	0.0
46	CCCOc1cc(C)c(S(=O)(=O)NC2CC(C)(C)NC(C)(C)C2)cc1C	32	-9	-37	-8	-8	-1.1	-0.4	0.7	-2.1
47	O=C1CC[C@@H](CN(Cc2ccccn2)Cc2nc(Cc3ccccc3)no2)N1	-19	46	-2	-2	-3	0.9	-0.1	-0.4	-1.0
48	O=C(COc1ccccc1)NCC(=O)Nc1cccc(S(=O)(=O)NC2=NCCC2)c1	-2	2	-7	-2	-12	-4.9	-0.6	0.0	-4.7
49	CC(C)(C)C(=O)Nc1ccc(C(=O)N/N=C/c2ccccc2OC(=O)c2ccc(Cl)cc2)cc1	-8	-17	1	-2	-3	-3.5	2.2	1.8	-5.2
50	Cc1cccc(N)c1-c1c(C)cccc1N	0	35	20	-5	-8	-1.8	0.4	0.5	-2.7
51	CCOC(=O)C1(CCOC)CCN(CC(C)Cc2ccc3c(c2)OCO3)CC1 (stereo unspecified)	3	19	-14	-10	-10	-1.7	-0.7	0.9	-0.6
52	CCCn1c(=O)c2[nH]cnc2n(-c2ccc(Cl)cc2)c1=O	-5	27	-4	-6	-11	-2.8	-1.7	0.6	-3.5
53	O=C(COC(=O)/C=C/c1ccc(S(=O)(=O)N2CCOCC2)cc1)NC1CCCCCCC1	-30	-25	0	-4	13	2.4	3.1	3.6	2.1
54	O=C(CN1CCN(S(=O)(=O)c2ccc(Cl)cc2)CC1)Nc1ccc2c(c1)OCO2	-25	-18	-4	-2	17	-1.2	2.4	4.0	-5.7
55	COc1ccc(S(=O)(=O)NNC(=O)C2CC(c3cccnc3)=NO2)cc1 (stereo unspecified)	0	52	-3	7	2	-1.5	-0.6	-0.4	-0.6
56	O=C(Cc1ccc(Cl)cc1Cl)NC1CCCCCC1	-23	28	-2	-13	-5	-1.8	-1.9	0.4	-0.9
57	COC(=O)CN(c1ccc(C)cc1)S(=O)(=O)c1ccc2c(c1)n(C)c(=O)c(=O)n2C	0	2	5	x	-7	-0.5	0.0	-0.3	-1.2
58	N#C/C(=C(/O)CO/N=C/c1ccccc1Cl)c1nc2ccccc2[nH]1	-1	4	-10	1	-11	-3.0	0.6	0.3	-4.0
59	COc1ccc([C@@H]2C[C@H](c3ccccc3)Oc3cc(OC)c(OC)c(OC)c32)cc1	x	11	x	-5	x	x	-0.3	0.2	x
60	Cc1ccc(C(=O)NCCC(=O)NCc2cc(=O)n(C)c(=O)n2C)cc1	-4	12	0	-9	-3	-0.8	0.6	1.1	-2.3

(listing goes on)
No.	SMILES	FID counter	PHOSPHO1 inh	HCV NS3 hel inh	GalR3 antagonist	GPR7 antag	VIM-2 inh	OXTR ag	V1R ag counter	IMP-1 inhibitor
61	OCC1(Cc2ccc(Cl)cc2)CCN(Cc2ccc(Oc3ncccn3)cc2)CC1	14	50	-10	-4	-3	-1.9	6.0	3.3	-1.9
62	O=C1N=C(N2CCCC2)S/C1=C\c1ccccc1	-10	-4	-2	-6	-1	-0.8	-0.6	0.7	-1.9
63	Cc1ccc(C(C(=O)NC(C)(C)C)N(C(=O)c2csnn2)c2cccc(F)c2)o1 (stereo unspecified)	-13	4	-5	-2	0	-0.6	-2.2	-1.6	-2.2
64	Oc1cccc(/C=N/N(Cc2ccccc2)c2ccccc2)c1	0	36	-16	-3	1	-0.4	-1.9	0.0	0.1
65	CC(C)CCNC(=O)NC(=O)CSc1nnc2ccccn12	-6	-3	-1	-3	-3	-2.4	0.2	1.3	2.9

Screening data from PubChem BioAssay.
